TRPC6 inh = mouse TRPC6 channel inhibitors, primary screen, cell-based, HEK293, membrane potential dye; Short transient receptor potential channel 6 (Mus musculus), Q61143; B-score at 10 µM; AID 2553, 2010; hit rate 1.1% among 310,000; ACh-evoked depolarization; hits give low values;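 active = B-score under library mean minus 3 SD, initial fluorescence not abnormally high, positive integrated signal ratio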;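 note: B-score derived from integrated fluorescence ratio over the kinetic read; more negative B-score means stronger inhibition of depolarization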
MrgX1 agonist = agonists of human MrgX1 receptor, primary screen, HEK293 cells, Fluo-4 calcium flux; Mas-related G-protein coupled receptor member X1 (Homo sapiens), Q96LB2; Fluo-4 calcium fluorescence, agonist mode; hits give high values; B-score at 10 µM; hit rate 0.44% among 310,000;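 active = calcium response B-score plate-corrected fluorescence ratio at least 3 library SD, with starting fluorescence B-score inside 5 SD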
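Test system: HEK293 cells stably expressing human MrgX1 receptor; Input: fifteen thousand cells per well; Dosing: compound delivered in addition one of three; Schedule: overnight seeding, then 1 h dark dye loading; Technique: Fluo-4 NW calcium fluorescence; Measure: B-scored fluorescence response ratio; Controls: positive and negative controls per plate.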
TRPC4 inh = inhibitors of mouse TRPC4 channel, primary screen, Fluo4 calcium, HEK293 TRPC4beta/mu-opioid cells; Short transient receptor potential channel 4 (Mus musculus), Q9QUQ5; DAMGO-evoked Fluo4 calcium flux; hits give low values; B-score at 10 µM; hit rate 0.39% among 300,000;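 active = B-score over 3 SD under the library average, no early fluorescence shift, positive overall ratio signal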
Target sequence (Q9QUQ5 whole entry, looked up): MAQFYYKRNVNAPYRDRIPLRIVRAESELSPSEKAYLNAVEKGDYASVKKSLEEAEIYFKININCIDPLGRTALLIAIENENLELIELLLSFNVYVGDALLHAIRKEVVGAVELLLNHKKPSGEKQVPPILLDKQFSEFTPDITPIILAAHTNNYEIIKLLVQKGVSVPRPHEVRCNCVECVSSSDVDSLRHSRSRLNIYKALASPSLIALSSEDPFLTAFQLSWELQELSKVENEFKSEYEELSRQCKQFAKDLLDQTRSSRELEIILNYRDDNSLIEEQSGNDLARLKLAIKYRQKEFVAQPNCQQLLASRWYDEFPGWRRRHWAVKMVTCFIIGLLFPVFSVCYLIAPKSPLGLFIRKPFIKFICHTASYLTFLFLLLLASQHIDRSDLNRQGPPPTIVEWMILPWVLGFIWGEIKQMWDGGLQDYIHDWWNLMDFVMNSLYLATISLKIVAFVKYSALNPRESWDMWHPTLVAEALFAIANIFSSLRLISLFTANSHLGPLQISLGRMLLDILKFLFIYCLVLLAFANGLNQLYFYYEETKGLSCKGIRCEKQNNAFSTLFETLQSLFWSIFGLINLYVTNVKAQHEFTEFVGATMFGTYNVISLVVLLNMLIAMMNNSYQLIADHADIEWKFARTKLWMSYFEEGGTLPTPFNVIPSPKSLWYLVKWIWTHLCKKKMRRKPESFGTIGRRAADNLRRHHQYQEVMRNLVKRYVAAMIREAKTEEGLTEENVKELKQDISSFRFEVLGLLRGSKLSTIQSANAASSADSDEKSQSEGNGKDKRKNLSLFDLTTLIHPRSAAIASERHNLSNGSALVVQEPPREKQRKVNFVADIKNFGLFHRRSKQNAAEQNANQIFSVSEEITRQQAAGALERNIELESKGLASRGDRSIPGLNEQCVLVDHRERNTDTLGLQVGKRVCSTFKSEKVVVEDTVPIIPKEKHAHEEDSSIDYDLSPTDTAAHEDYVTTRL
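Assay system: HEK293 cells with stable TRPC4beta plus mu-opioid receptor expression. Dosing: single dose. Measured by: Fluo4 Ca2+ flux fluorescence. Also added: DAMGO in two steps, submaximal then maximal. Read-out: B score from integrated Fluo4 fluorescence ratio.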
TRPC4 act = activators of mouse TRPC4 channel, primary screen, Fluo4 calcium, HEK293 TRPC4beta/mu-opioid cells | B-score at 10 µM | hit rate 0.49% among 310,000 | Fluo4 calcium fluorescence; hits give high values | AID 2237, 2010;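 active = B-score above 5 SD of library B-scores, and initial fluorescence ratio not above library mean plus 5 SD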;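 note: positive B-score marks a calcium rise read as TRPC4 activation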
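Assay system: HEK293 stable line with TRPC4beta plus mu-opioid receptor. Times: dye 45 min RT, read 110 s. Measured by: kinetic Fluo4 calcium fluorescence. Measure: B score of integrated ratio. Controls: assay buffer as low control, maximal DAMGO as high control.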
AI-2 QS modul = Vibrio harveyi AI-2 quorum sensing modulators, primary screen, JMH597 strain, luminescence/OD600 ratio. Vibrio harveyi JMH597 AI-2 luminescence/OD600 ratio, 9 h; hits give low values; strain lacks LuxN and CqsS sensors; 0 = neutral-control median. activity change, % at 7.5 µM. hit rate 0.4% among 300,000. AID 2094, 2009; in the data active = activity change below about -75%, passing the limit was not always enough; inconclusive = no clear call, values can overlap the other calls;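 note: luminescence divided by OD600 gain over 9 h not by final OD600 alone; inactives centre near 13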
MrgX1 PAM = positive allosteric modulators of MrgX1, primary screen, HEK293 cells, Fluo-4 calcium flux; FDSS; hits give high values; B-score at 10 µM; hit rate 0.63% among 310,000; Mas-related G-protein coupled receptor member X1 (Homo sapiens), Q96LB2;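 active = plate-corrected calcium response at least 3 library SD above typical, normal starting fluorescence, not activating the receptor alone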;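 note: compound read alongside a low EC10 to EC30 dose of BAM8-22 agonist; peak minus trough fluorescence over baseline measured at the second addition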
MrgX1 antagonist = antagonists of human MrgX1 receptor, primary screen, HEK293 cells, Fluo-4 calcium flux; Mas-related G-protein coupled receptor member X1 (Homo sapiens), Q96LB2; BAM8-22 antagonism; hits give low values; B-score at 10 µM; hit rate 1.3% among 310,000; AID 588676, 2011;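 active = calcium-response B-score plate-corrected more than 3 library SD below zero, starting fluorescence within 5 deviations, no agonist response on first addition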;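 note: peak minus trough fluorescence over baseline after final BAM8-22 challenge near maximal dose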
TRPC4 potent = positive allosteric modulators of TRPC4, primary screen, cell-based, mouse TRPC4beta, HEK293 mu-opioid, Fluo-4 calcium; Short transient receptor potential channel 4 (Mus musculus), Q9QUQ5; DAMGO EC20, Fluo-4 Ca2+ flux; hits give high values; B-score at 10 µM; hit rate 0.42% among 310,000; AID 2227, 2009;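 active = B-score of calcium response area above 5 SD of library B-scores, with initial fluorescence ratio within 5 SD of library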;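 note: B-score of integrated fluorescence ratio over time as area under calcium response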
PolyA inh = polyadenylation inhibitors in yeast reporter cells, primary screen, luminescence, S. cerevisiae. S. cerevisiae SKY197-pL101 polyadenylation reporter, beta-gal luminescence; efflux-impaired pdr1/pdr3 knockout yeast; score 100 = 6 SD above DMSO. hit rate 0.02% among 300,000. calls only at 12 µM. AID 1875, 2009;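 active = lowest replicate activity score at least 50, where 100 means six control SD above control mean; inconclusive = lowest score under 50 but half or more replicates reach 50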;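 note: yeast exposed to compound for 9 h at 30 °C; higher score means more reporter readthrough which indicates perturbed polyadenylation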
HIF act = HIF pathway transcriptional activators, primary screen, cell-based, U2OS HRE-luciferase, luminescence; U2OS HRE-luciferase reporter; normalized: DMSO 0%, desferrioxamine 100%; AID 1910, 2009; hit rate 0.32% among 300,000; activation, % at 7.5 µM (by protocol);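 active = mean activation of at least 10% of the iron chelator positive control signal, with at least half of replicates also reaching 10%; inconclusive = mean and replicate majority disagree about reaching 10%; inactive = mean and most replicates under 10%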
TRPC6 activator = mouse TRPC6 channel activators, primary screen, cell-based, HEK293, membrane potential dye; Short transient receptor potential channel 6 (Mus musculus), Q61143; HEK293-TRPC6 membrane potential dye fluorescence; hits give high values; B-score at 10 µM; hit rate 0.13% among 310,000; AID 2550, 2010;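 active = B-score of the integrated fluorescence ratio above library mean plus 3 SD, and starting fluorescence ratio within library mean plus 5 SD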;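 note: higher score means more depolarization so channel activation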
* = called active by the depositor; i = inactive; ? = inconclusive; / = not tested or not shown. Some of the compounds tested (hit frequency here may not be typical).

SMILES	TRPC6 inh	MrgX1 agonist	TRPC4 inh	TRPC4 act	AI-2 QS modul	MrgX1 PAM	MrgX1 antagonist	TRPC4 potent	PolyA inh	HIF act	TRPC6 activator
O=C(Cc1ccccc1[N+](=O)[O-])NCc1ccc2c(c1)OCO2	i	i	i	i	0	i	i	i	i	3.6	i
CCN(c1ccccc1)S(=O)(=O)c1ccc(Cl)c(C(=O)OCC(=O)c2[nH]c(C)c(C(C)=O)c2C)c1	i	i	i	i	20	i	i	i	i	0.0	i
CCCCC(=O)OCC(=O)c1[nH]c(C)c(C(C)=O)c1C	i	i	i	i	4	i	i	i	i	0.1	i
CCSc1nnc(NC(=O)[C@H](C)N2C(=O)C3CC=CCC3C2=O)s1 (stereo not given in full)	i	i	i	i	13	i	i	i	/	0.2	i
C=CCN(C(=O)Nc1ccc(OC)cc1)c1nnc(-c2ccncc2)s1	i	i	i	i	/	i	i	i	i	1.7	i
O=C(CSc1cccc2cccc(Cl)c12)NCc1cccs1	i	i	i	i	14	i	i	i	i	0.2	i
NC(=O)NOCc1c(F)cccc1Cl	i	i	i	i	-2	i	i	i	i	0.2	i
C=CCc1ccc(OCC(O)CN2CCC(Cc3ccccc3)CC2)c(OC)c1 (stereo not given)	i	i	i	i	13	i	i	i	i	0.3	i
CN(C)/C=C/C1=C([N+](=O)[O-])C(c2cccc([N+](=O)[O-])c2)NC(=O)N1 (stereo not given)	i	i	i	i	12	i	i	i	i	-0.1	i
CN1CCN(NC(=O)c2cccc(F)c2)CC1	i	i	i	i	-2	i	i	i	i	-0.4	i
COCc1ccc(C(=O)N2CCCC(CCC(=O)NCc3ccccc3F)C2)o1 (stereo not given)	i	i	i	i	-1	i	i	i	i	?	i
CCCN1CCN(CCCNC(=O)c2ccc3nc(N4CCCCC4)sc3c2)CC1	i	i	i	i	21	i	i	i	i	2.2	i
O=C1C2C3C=CC(CC3)C2C(=O)N1/N=C/c1c[nH]c2ccccc12 (stereo not given)	i	i	i	i	9	i	i	i	i	2.2	i
COc1ccc(C(CNC(=O)c2ccc(OCC3CCCO3)cc2)N2CCOCC2)cc1 (stereo not given)	i	i	i	i	20	i	i	i	i	0.1	i
Cc1ccccc1N(CC(=O)N1CCCCCC1)S(C)(=O)=O	i	i	i	i	20	i	i	i	i	-0.1	i
Cc1ccn2c(c1)nc(=O)c1cc(S(=O)(=O)N3CCCCC3)ccc12	i	i	i	i	37	i	i	i	i	-0.5	i
O=C(NCc1cccnc1)C(=O)NCC(c1ccco1)N1CCOCC1 (stereo not given)	i	i	i	i	2	i	i	i	i	-0.5	i
Nc1nc(Cl)cc(Sc2ccc3ccccc3c2)n1	i	i	i	i	18	i	i	i	i	1.0	i
CCC(=O)NCCCCCCCCCNC(=O)CC	i	i	i	i	18	i	i	i	i	0.6	i
COC(=O)c1noc(-c2ccc(OC)cc2)n1	i	i	i	i	28	i	i	i	i	0.1	i
Nc1nc2ccc(O)cc2s1	i	i	i	i	12	i	i	i	i	0.1	i
CN(C)CCCN1c2ccc([N+](=O)[O-])cc2CCc2cc([N+](=O)[O-])ccc21	-12*	i	i	i	2	i	i	i	i	-0.2	i
CCOC(=O)CN=C(NS(=O)(=O)c1ccc(Cl)cc1)c1ccccc1	i	i	i	i	19	i	i	i	i	0.1	i
CCOc1ccccc1NC(=O)Nc1ccccn1	i	i	i	i	13	i	i	i	i	0.1	i
Cc1c(C(=O)NCc2cccs2)oc2ccccc12	i	i	i	i	18	i	i	i	i	0.9	i
New compounds follow.
SMILES	TRPC6 inh	MrgX1 agonist	TRPC4 inh	TRPC4 act	AI-2 QS modul	MrgX1 PAM	MrgX1 antagonist	TRPC4 potent	PolyA inh	HIF act	TRPC6 activator
NC(=O)CC(NC(=O)c1cccc(Br)c1)c1ccc(NCCN2CCOCC2)c([N+](=O)[O-])c1 (stereo not given)	i	/	i	i	2	/	/	i	i	-0.9	i
CN(Cc1nc2ccccc2[nH]1)Cc1nc(CC2CC2)no1	i	i	i	i	-1	i	i	i	i	1.3	i
Cn1c(CCN2CCCCC2)nc2cc(NC(=O)NC3CCCCC3)ccc21	i	i	i	i	15	i	i	i	i	3.5	i
COC(=O)c1c(NC(=O)c2ccc(S(=O)(=O)N3CCOCC3)cc2)sc2c1CCN(C(C)C)C2	-5.9*	i	i	i	1	i	i	i	i	0.0	i
O=C(CNC(=S)NC(=O)c1cccs1)c1ccccc1	i	i	i	i	1	i	i	i	i	1.8	i
O=C1CCC([N+](=O)[O-])C(c2cccc(Cl)c2Cl)N1 (stereo not given)	i	i	i	i	5	i	i	i	i	-0.2	i
Cc1ccccc1OCCn1cc(C=O)c2ccccc21	i	i	i	i	-2	i	i	i	i	0.7	i
CCOc1ccc2[nH]cc(C(=O)NCCc3ccccc3)c(=O)c2c1	i	i	i	i	-14	i	i	i	i	2.0	i
Cc1ccc(N(C(=O)c2ccco2)C(C(=O)NC2CCCC2)c2ccco2)c(C)c1 (stereo not given)	i	i	i	i	-4	i	i	i	i	0.5	i
CC(Cc1ccccc1)NC(=O)C1CCCNC1=O (stereo not given)	i	i	i	i	25	i	i	i	i	-0.3	i
CCC(C(=O)NCc1ccco1)N(C(=O)CNS(=O)(=O)c1ccccc1)c1ccc(OC)cc1 (stereo not given)	i	i	i	i	10	i	i	i	i	-0.5	i
COc1ccc(C(=O)Nc2cc3c4c(c2)C(C)C(=O)N4CCC3)cc1 (stereo not given)	i	i	i	i	-2	i	i	i	i	3.1	i
COc1ccc(-n2c(N)c(C(=O)NCC3CCCO3)sc2=S)cc1 (stereo not given)	i	i	i	i	3	i	i	i	i	-0.2	i
Cc1nnc2n(Cc3ccccc3)c(=O)c3c4c(sc3n12)COC(C)(C)C4	i	i	i	i	25	i	i	i	i	0.0	i
O=C(NCc1ccccc1F)c1ccncc1	i	i	i	i	6	i	i	i	i	0.2	i
Cc1sc(-c2ccccn2)nc1OC(=O)c1ccc(Cl)cc1	i	i	i	i	17	i	i	i	i	1.9	i
CC1CCCC(NC(=O)c2ccncc2)C1C (stereo not given)	i	i	i	i	-1	i	i	i	i	-0.1	i
O=C(CNC(=O)c1cn2ccccc2n1)Nc1ccc(F)c(F)c1	i	i	i	i	11	i	i	i	i	1.2	i
O=C(NCc1ccncc1)C(=O)NCC(c1ccccc1)c1ccccc1	i	i	i	i	6	i	i	i	i	0.9	i
COc1ccc(CCNC(=O)C2CCN(S(=O)(=O)c3ccc(-n4cnnn4)cc3)CC2)cc1OC	i	i	i	i	-1	i	i	i	i	0.2	i
Cc1cc(NS(=O)(=O)c2ccc(-c3ccccc3)cc2)no1	i	i	i	i	54	i	i	i	i	-0.3	i
O=c1[nH][nH]cc1C=NCc1cccc(C(F)(F)F)c1	i	i	i	i	24	i	i	i	i	-0.1	i
COc1ccc(C(=O)NCCn2cc(SCC(=O)NCC3CCCO3)c3ccccc32)cc1 (stereo not given)	i	i	i	i	14	i	i	i	i	0.7	i
CC(C)(C)n1nc2c(c1NC(=O)c1ccc(Cl)c([N+](=O)[O-])c1)CS(=O)(=O)C2	i	i	i	i	24	i	i	i	i	-0.2	i
CCS(=O)(=O)c1ccc(-c2cccc(NC(=O)COc3ccccc3)c2)nn1	i	i	i	i	39	i	i	i	i	60*	i
Continued.
SMILES	TRPC6 inh	MrgX1 agonist	TRPC4 inh	TRPC4 act	AI-2 QS modul	MrgX1 PAM	MrgX1 antagonist	TRPC4 potent	PolyA inh	HIF act	TRPC6 activator
COc1cccc(Nc2nnc(SCC(=O)N3CC(C)OC(C)C3)s2)c1 (stereo not given)	i	i	i	i	53	i	i	i	i	0.3	i
Cc1ccccc1NC(=O)Cn1nnc(S(=O)(=O)c2ccc(C(C)(C)C)cc2)c1N	i	i	i	i	25	i	i	i	i	0.0	i
Cc1ccc(S(=O)(=O)Cn2nnnc2C(CC(C)C)N2CCC(C(N)=O)CC2)cc1 (stereo not given)	i	i	i	i	36	i	i	i	i	0.2	i
Cc1ccc(-c2cc(=O)c3cc(C)ccc3[nH]2)cc1	i	i	i	i	3	i	i	i	i	1.4	i
CN(Cc1ccccc1)C(=O)c1ccc2c(c1)NC(=O)C(N1CCOCC1)S2 (stereo not given)	i	/	i	i	26	/	/	i	i	-0.3	i
COCCNC(=O)CSc1nc2sccc2c(=O)n1-c1ccccc1	i	i	i	i	36	i	i	i	i	-0.1	i
COc1ccc(Cl)cc1NC(=O)CCCN1C(=O)CCC1=O	i	i	i	i	28	i	i	i	i	-0.3	i
CCC1CCCCN1C(=O)CCc1nnc(Cc2cc(OC)ccc2OC)o1 (stereo not given)	i	i	i	i	18	i	i	i	i	2.3	i
COc1ccccc1C1/C(=C(/O)c2ccccc2)C(=O)C(=O)N1CC(C)C (stereo not given)	i	i	i	i	29	i	i	i	i	-0.5	i
Clc1cc(Cl)c(OCc2nc(-c3ccccn3)no2)cc1Cl	i	i	i	i	22	i	i	i	i	-1.0	i
CCn1c(=S)[nH]c2c(c1=O)C(C)(C)Cc1ccccc1-2	i	/	i	i	14	/	/	i	i	0.4	i

Compound activity from PubChem BioAssay.
